High-throughput results from PubChem.
LmPK inhibitor = LmPK (Leishmania mexicana) enzyme inhibition; Q27686; purified LmPK, Kinase-Glo ATP luminescence, 1 h; Potency, µM (top dose mostly 57.5 µM), for inactives: at the highest dose activity change, negative = inhibition, most hits filed as inhibitors; 290,000 tested, 0.37% active; AID 1721
Target sequence (Q27686 whole entry, looked up): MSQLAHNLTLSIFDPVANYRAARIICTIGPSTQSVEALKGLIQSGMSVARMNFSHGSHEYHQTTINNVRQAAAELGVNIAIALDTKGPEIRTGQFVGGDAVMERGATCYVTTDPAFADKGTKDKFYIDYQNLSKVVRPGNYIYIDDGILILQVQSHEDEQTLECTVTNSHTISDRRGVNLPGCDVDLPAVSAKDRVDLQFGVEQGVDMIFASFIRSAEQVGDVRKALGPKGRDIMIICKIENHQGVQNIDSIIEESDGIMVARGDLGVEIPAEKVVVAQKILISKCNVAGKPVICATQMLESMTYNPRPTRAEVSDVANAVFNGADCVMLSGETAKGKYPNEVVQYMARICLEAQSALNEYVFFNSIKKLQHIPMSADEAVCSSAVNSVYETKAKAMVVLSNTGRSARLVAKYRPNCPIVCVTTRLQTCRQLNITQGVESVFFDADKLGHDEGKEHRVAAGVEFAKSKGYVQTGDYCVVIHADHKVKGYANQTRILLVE
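Screened at intermediate enzyme activity to detect both inhibitors and activators: LmPK at 0.1 nM, with a 0.5 nM enzyme column as activation reference. PEP 0.5 mM, ADP 0.1 mM; ATP detected by luminescence after 1 h.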
HCV inh = inhibitors of hepatitis C virus infection | Huh7.5.1 HCVcc-Cre infection, luciferase reporter, 44 h | Potency, µM (doses to about 41.8 µM), without a hit: at the top dose activity change, negative = inhibition, actives largely listed as inhibitors | 340,000 tested, 3.4% active | AID 651820
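HCVcc-Cre virus at an moi near 0.5 was added right after compound to cells cultured 4 h from seeding (1,000 cells/well). Luciferase activity was determined 44 h later, 15 min after substrate addition at RT.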
Pf growth 96h = inhibits malaria parasite growth, 96 h. Potency, µM (titrated, usually from 28.7 µM), for inactives: at the highest dose activity change, negative = inhibition, usual class: inhibitors. AID 504834. P. falciparum luciferase reporter growth, 96 h. 320,000 tested, 6.9% active
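Erythrocytes infected with luciferase-expressing P. falciparum were dispensed at 2% hematocrit and 0.05% parasitemia (final), then incubated with compounds 96 hours at 37 C in 5% CO2. Luminescence after detection reagent addition reported growth.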
Sm TGR inh = inhibitors of Schistosoma mansoni thioredoxin glutathione reductase | purified TGR, DTNB reduction, TNB absorbance 405 nm | Q962Y6 | 360,000 tested, 3% active | Potency, µM (highest dose often 114 µM), without a hit: at the highest dose activity change, negative = inhibition, usual class: inhibitors | AID 485364; further: nearly all actives have a fitted effect of over 60% in size
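TGR 20 nM + NADPH 100 uM (dispensed conc.), cpd preinc 15 min RT; start with NADPH (500 uM addition) then DTNB (15 mM addition). Kinetic TNB absorbance, 405 nm filter. Four-parameter Hill fit across titration.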
TbPYK inhibitor = T. brucei pyruvate kinase inhibition. Q57TT1. TbPYK enzyme, Kinase-Glo Plus ATP luminescence, 45 min. Potency, µM (doses to about 76.8 µM), for inactives: at the highest dose activity, negative = inhibition, actives largely listed as inhibitors. 410,000 tested, 0.12% active. AID 624173; further: nearly all actives have a fitted effect of over 50% in size
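T. brucei PYK with substrate was exposed to pin-transferred compounds across a concentration series, then started with 130 uM ADP (final). After 45 min at room temperature, Kinase-Glo Plus luminescence was read, normalized and curve-fitted.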
Pf growth 48h = inhibits P. falciparum growth in the first generation, 48 h. P. falciparum luciferase growth in erythrocytes, 48 h. Potency, µM (series often up to 28.7 µM), for the others: top-dose activity change, negative = inhibition, usual class: inhibitors. 310,000 tested, 5.9% active. AID 504832
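Luminescence readout; reporter = integrated firefly luciferase in P. falciparum. RBC culture at 2% hematocrit, 0.1% parasitemia final, 37 C/5% CO2; decreased signal taken as growth inhibition.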
* = called active by the depositor; & = joins results of further samples; [ ] = another dose, or the depositor's remark. The call rests on the fitted dose curve; in most records, active means well fitted curve in the direction sought with a large enough effect; inconclusive means small, poorly fitted or top-dose-only effect, or another doubt; inactive means no such curve, though single readings can be large; an effect the other way counts as inactive or inconclusive. On the % scale 0 is the no-effect control and ±100 the full control effect; potency means the concentration at half of the fitted maximal effect. Random draw from the library; about 16% have a hit in one of these screens.

How did COc1ccc(NC(C)=O)cc1CNC(=O)COc1c(C)c(C)cc(C)c1C do in these assays?
LmPK inhibitor: 6%; HCV inh: -2%; Pf growth 96h: -23%; Sm TGR inh: -2%; TbPYK inhibitor: 3%; Pf growth 48h: inconclusive

What do the screens show for `COc1ccc(NC(=O)C2CC(=O)OC23CCCCC3)cc1` (centres undefined)?
LmPK inhibitor: 4%; HCV inh: 1%; Pf growth 96h: inconclusive; Sm TGR inh: -4%; TbPYK inhibitor: 1%; Pf growth 48h: -13%

How did CC(C)C(OC(=O)Cn1nnc2ccccc21)C(=O)NC1CCCC1 (centres undefined) do in these assays?
LmPK inhibitor: 2%; HCV inh: 8%; Pf growth 96h: -2%; Sm TGR inh: -2%; TbPYK inhibitor: 0%; Pf growth 48h: 8%

What do the screens show for `CN(CCc1ccccn1)C(=O)CCC1CCCN(C(=O)c2ccc3c(c2)OCCO3)C1` (centres undefined)?
LmPK inhibitor: 11%; HCV inh: 0%; Pf growth 96h: 45%[activator]; Sm TGR inh: 10%; TbPYK inhibitor: 6%; Pf growth 48h: -25%

What do the screens show for `COc1ccc(N/N=C(/C#N)S(=O)(=O)c2nsc(C)c2C#N)cc1`?
LmPK inhibitor: -2%; HCV inh: 6%; Pf growth 96h: inconclusive; Sm TGR inh: inconclusive; TbPYK inhibitor: -18%

How did Cc1ccc(C)c(S(=O)(=O)NCc2ccc(C(=O)N3CCN(c4ccccc4)CC3)cc2)c1 do in these assays?
LmPK inhibitor: -14%; HCV inh: inconclusive; Pf growth 96h: -31%; Sm TGR inh: -7%; TbPYK inhibitor: 2%; Pf growth 48h: -13%

How did O=C(O)c1ccc(Cn2ccc3ccccc32)o1 do in these assays?
LmPK inhibitor: -3%; HCV inh: -1%; Pf growth 96h: 204%[activator]; Sm TGR inh: -19%; TbPYK inhibitor: -24%; Pf growth 48h: 10%

How did COCc1nnc(NC(=O)c2ccc(S(=O)(=O)N3CCCCCC3)cc2)o1 do in these assays?
LmPK inhibitor: 2%; HCV inh: -7%; Pf growth 96h: -18%; Sm TGR inh: 11%; TbPYK inhibitor: 12%; Pf growth 48h: -2%

What do the screens show for `CCCCOC(=O)Nc1nc2ccc([N+](=O)[O-])cc2s1`?
LmPK inhibitor: 5%; HCV inh: 13%; Pf growth 96h: 26%; Sm TGR inh: -5%; TbPYK inhibitor: 3%; Pf growth 48h: inconclusive

Results for Cc1ccccc1-n1ncc2c(SCC(=O)NC3CCCC3)ncnc21 ?
LmPK inhibitor: -2%; HCV inh: 4µM*; Pf growth 96h: inconclusive; Sm TGR inh: 2%; TbPYK inhibitor: 1%; Pf growth 48h: inconclusive

Results for COc1cccc(C(C(=O)NC2CCCC2)N(Cc2ccc(C)cc2)C(=O)c2ccco2)c1OC (centres undefined) ?
LmPK inhibitor: 1%; HCV inh: -1%; Pf growth 96h: -22%; Sm TGR inh: 1%; TbPYK inhibitor: -8%; Pf growth 48h: inconclusive

How did CCOC(=O)c1c(-c2ccc(F)cc2)csc1NC(=O)C1CC=CCC1C(=O)O (centres undefined) do in these assays?
LmPK inhibitor: 1%; HCV inh: 12%; Pf growth 96h: 2%; TbPYK inhibitor: -27%; Pf growth 48h: -5%

Results for COc1cccc(N(CC(=O)NCC2CCCO2)C(=O)CNS(=O)(=O)c2ccccc2)c1 (centres undefined) ?
LmPK inhibitor: -3%; HCV inh: 12%; Pf growth 96h: 6%; Sm TGR inh: 21%; TbPYK inhibitor: 2%; Pf growth 48h: -2%

What do the screens show for `Nc1cc(N)nc(SCC(=O)Nc2ccccc2N2CCOCC2)n1`?
LmPK inhibitor: 2%; HCV inh: 11%; Pf growth 96h: -7%; Sm TGR inh: -2%; TbPYK inhibitor: 3%; Pf growth 48h: -3%

What do the screens show for `COC(=O)C1(C)NC(c2cccs2)C2C(=O)N(c3ccccc3F)C(=O)C21` (centres undefined)?
LmPK inhibitor: -3%; HCV inh: 5%; Pf growth 96h: 15%; Sm TGR inh: -19%; TbPYK inhibitor: 0%; Pf growth 48h: -14%

Results for CCOC(=O)C1=C(C)N=C2SC(C)C(=O)N2C1c1ccc(OC(C)=O)c(OC)c1 (centres undefined) ?
LmPK inhibitor: 1%; HCV inh: -6%; Pf growth 96h: -25%; Sm TGR inh: 50µM*; TbPYK inhibitor: 4%; Pf growth 48h: inconclusive

How did CCCCCCC(=O)N(O)C1CC(=O)N(c2ccccc2)C1=O (centres undefined) do in these assays?
LmPK inhibitor: 14%; Pf growth 96h: -18%; Sm TGR inh: 0.28µM*

How did CCn1c(=NC(=O)CS(=O)(=O)c2ccccc2)sc2cccc(OC)c21 do in these assays?
HCV inh: inconclusive; Pf growth 96h: inconclusive; Sm TGR inh: 4%; TbPYK inhibitor: -13%; Pf growth 48h: inconclusive

What do the screens show for `Cc1nn(C2CCS(=O)(=O)C2)c(C)c1CN(C)C(=O)c1cccc(Cl)c1` (centres undefined)?
HCV inh: 1%; Pf growth 96h: 12%; Sm TGR inh: -2%; TbPYK inhibitor: 2%; Pf growth 48h: inconclusive

What do the screens show for `CC1CC(C)CN(C(=O)/C=C/c2ccc(S(=O)(=O)N3CCOCC3)cc2)C1` (centres undefined)?
HCV inh: -9%; Pf growth 96h: 5.2µM*; Sm TGR inh: 2%; TbPYK inhibitor: -7%; Pf growth 48h: 9.3µM*

Results for CCCCOC(=O)c1ccc(NC(=O)C(=O)NCCN(CC)CC)cc1 ?
LmPK inhibitor: 2%; HCV inh: inconclusive; Pf growth 96h: 18%; Sm TGR inh: -4%; TbPYK inhibitor: -3%; Pf growth 48h: -7%

How did COCC(=O)N1CCC(Oc2ccc(C(=O)NC(C)c3nc(C)sc3C)cc2)CC1 (centres undefined) do in these assays?
LmPK inhibitor: 3%; HCV inh: 12%; Pf growth 96h: 2%; Sm TGR inh: -8%; TbPYK inhibitor: -1%; Pf growth 48h: 13%

What do the screens show for `Cc1cc(C)nc(SCC(=O)OCC(=O)Nc2nc3ccccc3s2)n1`?
LmPK inhibitor: 3%; HCV inh: 12%; Pf growth 96h: -7%; Sm TGR inh: 5%; TbPYK inhibitor: 6%; Pf growth 48h: 15%

How did O=C(O)C1C2CCC(C2)C1C(=O)NCCCn1ccnc1 (centres undefined) do in these assays?
LmPK inhibitor: 0%; HCV inh: 7%; Pf growth 96h: 105%[activator]; Sm TGR inh: -25%; TbPYK inhibitor: -9%; Pf growth 48h: 11%

A stretch from further up:
What do the screens show for `Cc1cc(C)nc(SCC(=O)OCC(=O)Nc2nc3ccccc3s2)n1`?
LmPK inhibitor: 3%; HCV inh: 12%; Pf growth 96h: -7%; Sm TGR inh: 5%; TbPYK inhibitor: 6%; Pf growth 48h: 15%

How did O=C(O)C1C2CCC(C2)C1C(=O)NCCCn1ccnc1 (centres undefined) do in these assays?
LmPK inhibitor: 0%; HCV inh: 7%; Pf growth 96h: 105%[activator]; Sm TGR inh: -25%; TbPYK inhibitor: -9%; Pf growth 48h: 11%

Remaining list, next part.
What do the screens show for `CN(CC(=O)Nc1ccccc1Br)C(=O)c1sccc1-c1ccccc1`?
HCV inh: inconclusive; Pf growth 96h: inconclusive; Sm TGR inh: -10%; TbPYK inhibitor: -10%; Pf growth 48h: inconclusive

What do the screens show for `O=C(NC(=S)NNC(=O)c1ccccc1[N+](=O)[O-])c1ccc(Br)cc1`?
LmPK inhibitor: -8%; HCV inh: 13%; Pf growth 96h: inconclusive; Sm TGR inh: 1%; TbPYK inhibitor: inconclusive; Pf growth 48h: 18%

Results for Cc1cnc(NC(=O)c2c(-c3ccccc3)noc2C)s1 ?
LmPK inhibitor: 3%; HCV inh: -6%; Pf growth 96h: 15%; Sm TGR inh: 8%; TbPYK inhibitor: 1%; Pf growth 48h: -3%

What do the screens show for `CC(C)(C)CNc1cc(N2CCOCC2)ccc1[N+](=O)[O-]`?
LmPK inhibitor: 2%; HCV inh: inconclusive; Pf growth 96h: -2%; TbPYK inhibitor: 3%; Pf growth 48h: -14%

How did Cc1ccc(S(=O)(=O)N2CCCC(N3CCOCC3)C2)cc1Cl (centres undefined) do in these assays?
LmPK inhibitor: 2%; HCV inh: -9%; Pf growth 96h: 58%[activator]; Sm TGR inh: inconclusive; TbPYK inhibitor: -9%; Pf growth 48h: 19%

What do the screens show for `COc1ccc2nc(SCC(=O)N3CC(=O)Nc4ccccc43)c(C#N)cc2c1`?
LmPK inhibitor: -4%; HCV inh: inconclusive; Pf growth 96h: inconclusive; Sm TGR inh: -13%; TbPYK inhibitor: -3%

Results for CCn1c(O)c(/C=C2\C=Nc3ccccc32)sc1=Nc1ccccc1 ?
LmPK inhibitor: 1%; HCV inh: inconclusive; Pf growth 96h: 2%; Sm TGR inh: 6%; TbPYK inhibitor: -2%; Pf growth 48h: inconclusive

Results for NNc1nc(-c2ccccc2)cc(-c2ccc(Br)cc2)n1 ?
LmPK inhibitor: 1%; HCV inh: inconclusive; Pf growth 96h: 5%; Sm TGR inh: 21%; TbPYK inhibitor: -5%; Pf growth 48h: inconclusive

How did Cc1ccc(/C=N/NC(=O)Cn2nnc(N)n2)o1 do in these assays?
LmPK inhibitor: -1%; HCV inh: 16%; Pf growth 96h: 19%; Sm TGR inh: -33%; TbPYK inhibitor: -5%; Pf growth 48h: -4%

Results for N#Cc1nc(-c2ccccc2Cl)oc1NCc1ccco1 ?
LmPK inhibitor: 0%; HCV inh: inconclusive; Sm TGR inh: -7%; TbPYK inhibitor: -11%; Pf growth 48h: 1%

Results for CCOc1ccc2[nH]c(=O)c(CN(Cc3nnnn3CCc3ccccc3)CC3CCCO3)cc2c1 (centres undefined) ?
LmPK inhibitor: 8%; HCV inh: -11%&-1%; Pf growth 96h: 18%; Sm TGR inh: -1%; TbPYK inhibitor: -13%; Pf growth 48h: 13µM*

Results for CCN(CCCNC(=O)Cn1ncc2c([nH]c3ccc(C)cc32)c1=O)c1cccc(C)c1 ?
LmPK inhibitor: -2%; HCV inh: -2%; Pf growth 96h: 22%; Sm TGR inh: 1%&-1%; TbPYK inhibitor: 0%&4%; Pf growth 48h: 46%

How did Cc1cc(C)n(-c2ccc(C(=O)N3CCN(S(=O)(=O)c4ccc(C(C)C)cc4)CC3)cc2)n1 do in these assays?
HCV inh: inconclusive; Pf growth 96h: inconclusive; Sm TGR inh: -6%; TbPYK inhibitor: -10%; Pf growth 48h: 12µM*

Results for Cc1ccc2c(c1)N(CCC(=O)NCc1ccco1)C(=O)CO2 ?
LmPK inhibitor: -7%; HCV inh: 8%; Pf growth 96h: -7%; Sm TGR inh: 48%[activator]; TbPYK inhibitor: -9%; Pf growth 48h: -1%

Arranged by number of heavy atoms (descending): part of the list above
How did Cc1cc(C)n(-c2ccc(C(=O)N3CCN(S(=O)(=O)c4ccc(C(C)C)cc4)CC3)cc2)n1 do in these assays?
HCV inh: inconclusive; Pf growth 96h: inconclusive; Sm TGR inh: -6%; TbPYK inhibitor: -10%; Pf growth 48h: 12µM*

How did Cc1ccc(S(=O)(=O)N2CCCC(N3CCOCC3)C2)cc1Cl (centres undefined) do in these assays?
LmPK inhibitor: 2%; HCV inh: -9%; Pf growth 96h: 58%[activator]; Sm TGR inh: inconclusive; TbPYK inhibitor: -9%; Pf growth 48h: 19%

How did Cc1ccc(/C=N/NC(=O)Cn2nnc(N)n2)o1 do in these assays?
LmPK inhibitor: -1%; HCV inh: 16%; Pf growth 96h: 19%; Sm TGR inh: -33%; TbPYK inhibitor: -5%; Pf growth 48h: -4%
